# Bioassay records from PubChem BioAssay.
# PTHR1 ag: agonists of human PTHR1 parathyroid hormone receptor; Potency, µM (highest dose often 115 µM), for inactives: top-dose activation, usual class: activators; 0.075% of 410,000 active; HEK293 GP2 PTHR1 cells, GloSensor cAMP luminescence, 1 h; Q03431; AID 743266; note: nearly all actives have a fitted effect of over 55% in size; some results filed as inactive show a strong effect at the top dose; inactives centre near -15; many of its hits are not listed in these tables
# Target sequence (Q03431 whole entry, looked up): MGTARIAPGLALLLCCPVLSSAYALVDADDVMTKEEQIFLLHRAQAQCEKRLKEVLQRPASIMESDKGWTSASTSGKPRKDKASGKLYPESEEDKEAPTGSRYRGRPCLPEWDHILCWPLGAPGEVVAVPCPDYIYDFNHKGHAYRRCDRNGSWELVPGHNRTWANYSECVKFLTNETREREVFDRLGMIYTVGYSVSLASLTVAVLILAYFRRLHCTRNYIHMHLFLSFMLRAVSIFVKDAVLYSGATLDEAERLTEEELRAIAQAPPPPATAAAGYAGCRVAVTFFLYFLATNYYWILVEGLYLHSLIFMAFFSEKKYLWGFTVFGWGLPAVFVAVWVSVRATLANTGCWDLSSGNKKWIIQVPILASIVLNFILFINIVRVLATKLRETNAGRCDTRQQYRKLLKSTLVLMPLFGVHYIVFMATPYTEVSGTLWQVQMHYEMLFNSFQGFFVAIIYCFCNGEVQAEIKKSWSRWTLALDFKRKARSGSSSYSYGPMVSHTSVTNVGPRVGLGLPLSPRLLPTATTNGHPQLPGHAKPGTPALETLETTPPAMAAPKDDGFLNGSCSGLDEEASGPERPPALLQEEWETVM
#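 HEK-293-derived GP2 cells expressing PTHR1 and a GloSensor cAMP reporter, 3,000/well, plated overnight, given luciferin plus IBMX (each 0.5 mM as added) for 1 h at 37 °C, then compound for 1 h at 37 °C. Luminescence was read after 15 min at room temperature.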
# TDP-43 yeast inh: rescues yeast growth from TDP-43 toxicity | TDP-43 expressing yeast growth rescue, BacTiter-Glo, 24 h | Potency, µM (series often up to 46.1 µM), for inactives: top-dose growth rescue (activation), actives largely listed as activators | 1.8% of 410,000 active | AID 652104; note: % of control where 0% means no effect; nearly all actives have a fitted effect of over 50% in size
#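 Yeast expressing TDP-43 (pregrown in raffinose, seeded at OD600=0.02 in galactose medium) exposed to compounds 24 hr at 30 deg C. Growth read by BacTiter-Glo luminescence; rescue of toxicity appears as increased signal.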
# FUS suppressor: suppressors of FUS proteinopathy in yeast; AID 1347120; 0.24% of 390,000 active; S. cerevisiae FUS-expressing, growth rescue, OD600, 24 h; Potency, µM (titrated, usually from 76.6 µM), for the others: at the top dose growth rescue (activation), actives largely listed as activators;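 note: plate controls were DMSO vehicle for no effect and reference control for full effect; nearly all actives have a fitted effect of over 55% in size; some results filed as inactive show a strong effect at the top dose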
#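 Yeast expressing FUS under galactose induction, OD 0.005 in 2% galactose medium; compounds in a dilution series, 24 h at 30C. Growth rescue by absorbance at 600 nm; CP55940 positive control, DMSO negative.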
# * marks the source's active call; other numbers are inactive results; i = inactive; ? = inconclusive; [ ] = another dose, or the depositor's remark. Calls come from the whole dose curve; as a rule, active = well fitted curve in the direction sought with a large enough effect; inconclusive = small, poorly fitted or top-dose-only effect, or another doubt; inactive = no such curve, though single readings can be large; an effect the other way counts as inactive or inconclusive. Potency is the fitted concentration of half-maximal effect. These rows are one share of the data, so the mix of outcomes need not match the whole.
SMILES,PTHR1 ag,TDP-43 yeast inh,FUS suppressor
O=c1c(-c2cc(-c3ccccc3)nc3c2COc2ccc(Cl)cc2-3)coc2ccc(F)cc12,i,24%,5%
COc1cccc(-n2ccn(CC(=O)NCc3ccc(C)cc3)c(=O)c2=O)c1,-20%,3%,1%
Cc1ccccc1CN1C(=O)c2ccccc2Sc2ccc(C(=O)NCc3ccccc3)cc21,i,13%,27%
O=C(Nc1ccccc1C(F)(F)F)N1CC=C(c2c[nH]c3ccccc23)CC1,11%,11%,18%
Cc1ccc2c(c1)N(C(=O)N1CCC(C(=O)NC3CCCCCC3)CC1)CCO2,-11%,0%,6%
Fc1cccc(-c2nnn3c2nc(NC2CCCCC2)c2ccccc23)c1,-12%,6%,-19%
COc1ccc(Cn2ccc3nc(C)c(C(=O)N4CCN(c5ccc(F)cc5)CC4)cc3c2=O)cc1,-6%,14%,4%
Cc1cc(C)cc(C(=O)Nc2ccc(-c3cn4cccnc4n3)cc2)c1,?,-4%,-6%
COc1ccc2c(Sc3ccc(Cl)cc3)c(C(=O)N3CCC(C)CC3)[nH]c2c1,?,0%,43%
O=S(=O)(NCC(c1ccco1)N1CCN(c2ccc(F)cc2)CC1)c1cc(F)ccc1F (stereo not drawn),-73%[inhibitor],21%,30%
COc1cccc(C2NC(=O)c3n[nH]c(-c4cccs4)c32)c1 (stereo not drawn),?,17%,24%
COc1ccc(OC)c(NC(=O)Cn2c(=O)c3cccn3c3ccccc32)c1,i,16%,10%
Cc1ccc(OCCSc2nc(C)c(Cc3ccccc3)c(=O)[nH]2)cc1,i,29%,-24%
CCOc1ccc(CNC(=O)C2CCN(c3nnc(-n4c(C)ccc4C)s3)CC2)cc1,i,1%,?
CCN(CC)CCCNC(=O)c1cn(CC)c2ccc(S(=O)(=O)N3CCC(C)CC3)cc2c1=O,-1%,1%,-2%
CCCCOc1ccc(S(=O)(=O)N2CCN(c3ccccc3OCC)CC2)cc1,i,11%,10%
O=C(O)c1cccc(-n2cnc3cccnc32)c1,?,3%,-16%
Cc1nn2c(=O)cc(CN(C)c3ccccc3)nc2s1,i,26%,3%
CN(c1ccccc1)c1ncnc2c1cnn2C,14%,-2%,-2%
Cc1ccc(C)c(N2CCN(c3nc4ccccc4c4nc(CCn5nc(C)cc5C)nn34)CC2)c1,-9%,3%,6%
CSc1ncc(C(=O)NCc2ccc(C)cc2)c(-c2ccccc2)n1,-37%[inhibitor],15%,-29%
O=C(c1ccc(Cl)cc1)N1CCN(CCc2ccncc2)CC1,-5%,6%,-15%
O=C(NCCN1CCN(c2ccccc2F)CC1)C1COc2ccccc2C1 (stereo not drawn),-12%,-10%[9.22 µM],-15%
COc1ccc(Cn2ccc3nc(C)c(C(=O)N4CCN(c5ccccc5F)CC4)cc3c2=O)cc1,-19%,20%,?
COc1ccc(C2N=C(N)Nc3nc4ccccc4n32)cc1 (stereo not drawn),50µM*,16%,18%
CCOC(=O)c1ccc(NC(=O)Cn2cc(S(=O)(=O)Cc3ccccc3F)c3ccccc32)cc1,i,19%,25%
CCOc1ccc(-c2nnc(SCC(=O)NCCC(C)C)nc2-c2ccc(OCC)c(OC)c2)cc1OC,i,?,22%
CCCc1cc(=O)[nH]c(Nc2ccccc2O)n1,-9%,21%,16%
CCc1ccc(-n2nc(C)c3c(C)cc(=O)n(CC(=O)Nc4ccc(C)c(F)c4)c32)cc1,-8%,-2%,11%
COc1ccc(CNc2nc(-c3ccccc3)nn2C(=O)c2ccccc2OC)cc1,i,-27%,23%
COc1ccc(S(=O)(=O)N2CCN(Cc3ccc4c(c3)OCO4)CC2)cc1OC,i,26%,-11%
CCN(c1ccccc1)S(=O)(=O)c1ccc(NC(=O)c2cc(=O)c3ccc(C)c(C)c3o2)cc1,-1%,-12%,-16%
O=[N+]([O-])c1ccc(C(c2sc3nc(-c4ccco4)nn3c2O)N2CCN(Cc3ccccc3)CC2)cc1 (stereo not drawn),i,21%,13%
Cc1ccc2c(C)c(C(=O)N3CCC(c4nc5ccccc5s4)CC3)oc2c1C,i,20%,?
CCOc1ccc(NC(=O)c2nn(C)c3c2CS(=O)(=O)c2ccccc2-3)cc1,i,?,-2%
CCOc1ccc(CCNC(=O)Cn2c(C)c3cnn(-c4ccccc4)c(=O)c3c2C)cc1,i,4%,0%
Cc1cc2cc(CCNS(=O)(=O)c3ccc(Br)cc3)c(=O)[nH]c2cc1C,i,17%,4%
COc1ccc(-c2nc3sc(CCNS(=O)(=O)c4ccc(F)c(C)c4)c(C)n3n2)cc1,-48%[inhibitor],25%,12%
Cc1cccc(N2CCN(c3nc4ccccc4c4nc(-c5cccnc5)nn34)CC2)c1C,-23%,29%,1%
COc1ccc(-c2ccc(NS(=O)(=O)c3ccc(NC(C)=O)cc3)cc2)nn1,i,4%,16%

# An excerpt of these results, with two lines to a compound:
# Each structure is followed by: PTHR1 ag, TDP-43 yeast inh, FUS suppressor
CSc1ncc(C(=O)NCc2ccc(C)cc2)c(-c2ccccc2)n1
 : -37%[inhibitor], 15%, -29%
O=C(c1ccc(Cl)cc1)N1CCN(CCc2ccncc2)CC1
 : -5%, 6%, -15%
O=C(NCCN1CCN(c2ccccc2F)CC1)C1COc2ccccc2C1 (stereo not drawn)
 : -12%, -10%[9.22 µM], -15%
COc1ccc(Cn2ccc3nc(C)c(C(=O)N4CCN(c5ccccc5F)CC4)cc3c2=O)cc1
 : -19%, 20%, ?
COc1ccc(C2N=C(N)Nc3nc4ccccc4n32)cc1 (stereo not drawn)
 : 50µM*, 16%, 18%
CCOC(=O)c1ccc(NC(=O)Cn2cc(S(=O)(=O)Cc3ccccc3F)c3ccccc32)cc1
 : i, 19%, 25%
CCOc1ccc(-c2nnc(SCC(=O)NCCC(C)C)nc2-c2ccc(OCC)c(OC)c2)cc1OC
 : i, ?, 22%
CCCc1cc(=O)[nH]c(Nc2ccccc2O)n1
 : -9%, 21%, 16%
CCc1ccc(-n2nc(C)c3c(C)cc(=O)n(CC(=O)Nc4ccc(C)c(F)c4)c32)cc1
 : -8%, -2%, 11%
COc1ccc(CNc2nc(-c3ccccc3)nn2C(=O)c2ccccc2OC)cc1
 : i, -27%, 23%
COc1ccc(S(=O)(=O)N2CCN(Cc3ccc4c(c3)OCO4)CC2)cc1OC
 : i, 26%, -11%
CCN(c1ccccc1)S(=O)(=O)c1ccc(NC(=O)c2cc(=O)c3ccc(C)c(C)c3o2)cc1
 : -1%, -12%, -16%
O=[N+]([O-])c1ccc(C(c2sc3nc(-c4ccco4)nn3c2O)N2CCN(Cc3ccccc3)CC2)cc1 (stereo not drawn)
 : i, 21%, 13%
Cc1ccc2c(C)c(C(=O)N3CCC(c4nc5ccccc5s4)CC3)oc2c1C
 : i, 20%, ?
CCOc1ccc(NC(=O)c2nn(C)c3c2CS(=O)(=O)c2ccccc2-3)cc1
 : i, ?, -2%

# Continued:
SMILES,PTHR1 ag,TDP-43 yeast inh,FUS suppressor
CCCCCCSc1nc(N)c2c3c(sc2n1)CCCC3C (stereo not drawn),-6%,22%,18%
Cc1ccc(C)c(CNC(=O)c2sc3ncnc(N(C)C4CCCCC4)c3c2C)c1,-31%[inhibitor],22µM*,-8%
Cc1cccc(C)c1NC(=O)Cn1c(=O)n(Cc2ccc3c(c2)OCO3)c(=O)c2oc3ccccc3c21,23%,?,-27%
Cc1cccc2c(=O)cc(CSc3ccccc3NC(=O)C(C)(C)C)[nH]c12,-25%,-4%,-1%
CCOC(=O)c1ccc(NC(=O)CSc2nc(-c3ccc(OC)cc3)cc(C(F)(F)F)c2C#N)cc1,-23%,3%,-4%
COc1ccccc1-c1nc2cc(NC(=O)c3ccccc3Cl)ccc2o1,i,?,-19%
COc1cccc(CNC(=O)C2CCN(C(=O)c3cnn(-c4ccccc4)c3-n3cccc3)CC2)c1,i,12%,38%
CCCCNC(=O)c1cccc(-n2cnc3cccnc32)c1C,i,10%,-7%
CCN(CC)C(=O)CSc1nc2ccsc2c(=O)n1Cc1ccccc1Cl,i,13%,14%
N#C/C(=C\c1ccc(Cl)cc1)c1nc(-c2cc3c(ccc4ccccc43)oc2=O)cs1,i,11%,-12%
Cc1ccc(Nc2nnc(-c3ccc(C)c(S(=O)(=O)N4CCOCC4)c3)c3ccccc23)cc1,-11%,11%,12%
CCOC(=O)c1ccccc1NC(=O)COc1ccccc1-c1nnc(-c2ccccc2)o1,-10%,0%,?
COc1ccccc1N1CCN(c2ccc(-c3nc(-c4ccccc4C)no3)cc2[N+](=O)[O-])CC1,i,15%,-2%
CCOC(=O)c1noc2ncnc(N3CCN(c4cccc(Cl)c4)CC3)c12,-41%[inhibitor],?,27%
COc1cc(OC)cc(N2C(=O)N(CC(=O)c3ccc(F)cc3)c3ccccc3S2(=O)=O)c1,-3%,0%[9.22 µM],4%
CCOc1ccc(-c2cc(C(=O)NCCc3ccc(OC)c(OC)c3)c3c(-c4ccc(F)cc4)[nH]nc3n2)cc1,i,23%,-14%
CC1Cc2cc(S(=O)(=O)CCC(=O)NCc3ccccc3Cl)ccc2N1C(=O)C1CC1 (stereo not drawn),-2%,1%,2%
Cc1ccc(Cl)cc1NC(=O)C(NS(=O)(=O)c1ccc2c(c1)CCC(=O)N2)c1ccccc1 (stereo not drawn),i,-3%,5%
COc1ccc(-c2noc(CSc3nnc(-c4ccc(Cl)cc4)n3C)n2)cc1OC,-6%,?,?
CCC1=Nc2cc(C(=O)NC3CCC(C)CC3)ccc2Sc2ccc(C)cc21 (stereo not drawn),17%,-3%,11%
CCOc1ccc(NC(=O)c2cc3c(=O)n(Cc4cccs4)ccc3nc2C)cc1,-49%[inhibitor],5%,34%
COCCNC(=O)c1cccc(-n2c(C)nc3cccnc32)c1,0%,21%,-4%
CC(=O)Nc1c(C(=O)Nc2ccccc2F)oc2ccccc12,-74%[inhibitor],3%,-17%
CCOC(=O)N1CCC(NC(=O)c2cnn(-c3ccc(F)cc3F)c2C2CCN(C(=O)OC(C)(C)C)CC2)CC1,i,3%,20%
COc1cc(OC)cc(-c2nc3nc(C)c(CCC(=O)Nc4cc(C)cc(C)c4)c(C)n3n2)c1,-72%,-16%,14%
CCn1c(=O)c2sccc2n2c(CCCC(=O)N3CCN(c4cc(C)ccc4C)CC3)nnc12,-3%,16%,-25%
COc1ccc(Cn2ccc3nc(C)c(C(=O)N4CCN(c5ccccc5OC)CC4)cc3c2=O)cc1,-31%[inhibitor],0%,41%
COc1ccc(Nc2cc(C(=O)NCCc3ccccc3)c3ccccc3n2)cc1OC,i,?,-4%
Cc1ccc(S(=O)(=O)Nc2ccc(-c3ccc(N4CCCCCC4)nn3)cc2)c(C)c1,i,11%,-7%
CCn1c(=O)c2cc(C(=O)NCCCN3CCC(C)CC3)sc2c2ccccc21,i,-2%,-7%
CCOC(=O)c1ccc(NC(=O)C2CCN(C(=O)N3CC(C)Oc4ccc(C)cc43)CC2)cc1 (stereo not drawn),-26%,?,40%
Cc1oc(-c2ccccc2)nc1Cn1c(SCc2cccc(C(F)(F)F)c2)nc2cccnc21,-49%[inhibitor],20µM*,13%
CCOC(=O)c1ccc(NC(=O)c2c(NCc3cc(OC)ccc3OC)sc3c2CCC3)cc1,i,29%,?
COc1ccccc1NC(=O)CN1C(=O)C(c2ccc(F)cc2)=NC1(C)C,-27%,29%,-18%
COc1ccccc1-c1noc(-c2ccc(NCc3ccco3)c([N+](=O)[O-])c2)n1,i,12%,-2%
CCOc1ccc(-c2nc(CNC(=O)NC3CCCCC3)c(C)o2)cc1,-11%,21%,-22%
COc1ccc(Cl)cc1N(C)C(=O)c1cc2c(=O)oc3ccc(C)cc3c2s1,i,12%,-20%
Cc1ccc(C)c(CN2C(=O)c3ccccc3S(=O)c3ccc(C(=O)N(C)Cc4ccccc4)cc32)c1 (stereo not drawn),-38%,?,?
Cc1ccc(C)c(Cn2c3ccccc3c3cnn(CC(=O)NCCc4ccccc4)c(=O)c32)c1,i,13%,-12%
CC(C)(C)c1ccc(S(=O)(=O)c2cn(CC(=O)Nc3ccccc3)c3ccccc3c2=O)cc1,-8%,2%,-6%
N#C/C(=C\c1ccc(Cl)cc1)c1nc(-c2cc3ccccc3oc2=O)cs1,i,11%,-7%
CCN(C(=O)Cn1c(=O)oc2cc(S(=O)(=O)N3CCCCC3)ccc21)c1ccccc1,-20%,13%,6%
COc1cc(OC)c(NS(=O)(=O)c2ccc3c(c2)CCCN3C(C)=O)cc1Cl,-18%,23%,13%
CC(C)c1ccccc1NC(=O)CSc1nnc(COc2ccccc2Cl)o1,-22%,20µM*,34%
Cc1ccc(NC(=O)C(=O)NCCc2csc3nc(-c4ccccc4C)nn23)cc1Cl,-2%,?,-25%
COCCCNC(=O)c1c(NC(=O)Cc2coc3cc(C)ccc23)sc2c1CCCC2,i,25%,16%
